IL2 activator = activators of IL-2; IL-2 activation reporter assay, cell-based qHTS; stimulated with anti-CD3/CD4/CD28 beads; in transgenic mouse T cells; activation, % (series mostly up to about 46 µM); actives 0.065% (n = 360,000); AID 652025; in the data active = activation above about 50%; inconclusive = mostly about 30% to 49%; also: 0% is about no effect
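Readout: EGFP and DsRed signals by fluorescent plate cytometry. Unstimulated transgenic mouse T cells received compound 60 min before antibody-bead stimulation, then incubated 18 h at 37 degrees C.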
EPAC1 antag = blocks human EPAC1 exchange factor; O95398; EPAC1 GEF assay, Rap1b-BODIPY-GDP exchange fluorescence; Potency, µM (top dose mostly 115 µM), for inactives: at the highest dose activity change, negative = inhibition, actives largely listed as inhibitors; actives 0.14% (n = 360,000);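 also: potency is read from the fitted curve at half-maximal effect; plate controls were vehicle for no effect and positive control for full effect; nearly all actives have a fitted effect of over 50% in size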
Target sequence (O95398 whole entry, looked up): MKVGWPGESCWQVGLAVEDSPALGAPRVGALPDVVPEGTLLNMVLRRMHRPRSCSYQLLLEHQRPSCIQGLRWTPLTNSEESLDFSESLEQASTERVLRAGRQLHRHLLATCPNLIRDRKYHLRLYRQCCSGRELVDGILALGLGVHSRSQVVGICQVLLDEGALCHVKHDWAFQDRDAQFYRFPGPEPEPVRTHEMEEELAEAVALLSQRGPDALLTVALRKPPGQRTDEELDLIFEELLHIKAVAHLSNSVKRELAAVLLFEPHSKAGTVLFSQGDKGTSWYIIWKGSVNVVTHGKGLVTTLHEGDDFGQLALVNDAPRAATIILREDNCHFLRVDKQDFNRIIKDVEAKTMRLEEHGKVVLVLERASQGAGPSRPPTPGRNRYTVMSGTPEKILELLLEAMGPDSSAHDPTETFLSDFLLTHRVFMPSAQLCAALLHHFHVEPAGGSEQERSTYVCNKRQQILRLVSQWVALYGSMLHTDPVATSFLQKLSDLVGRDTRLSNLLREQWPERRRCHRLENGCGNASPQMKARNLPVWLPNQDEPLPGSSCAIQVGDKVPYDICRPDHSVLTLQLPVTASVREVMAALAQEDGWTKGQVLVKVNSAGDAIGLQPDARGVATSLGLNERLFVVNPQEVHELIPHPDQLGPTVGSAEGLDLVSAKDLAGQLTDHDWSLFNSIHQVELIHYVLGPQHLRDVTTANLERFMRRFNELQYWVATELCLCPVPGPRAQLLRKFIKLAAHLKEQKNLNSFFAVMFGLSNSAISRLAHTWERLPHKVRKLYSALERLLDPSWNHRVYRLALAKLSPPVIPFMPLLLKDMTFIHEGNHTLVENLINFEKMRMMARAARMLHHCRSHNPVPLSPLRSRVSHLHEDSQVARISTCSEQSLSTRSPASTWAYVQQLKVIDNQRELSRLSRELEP
PI5P4Ka inh = blocks human PI5P4K alpha kinase activity | P48426 | PI5P4Kalpha enzyme, ADP-Glo luminescence, 60 min; hits give low values | max response, % | actives 1.2% (n = 330,000); active = max response of -50% or lower; inconclusive = between -30% and -50%; inactive = -30% or higher; also: value at the top dose of about 77 µM; % is scaled to controls: 0 for no effect and ±100 for the full control effect
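Enzyme plus substrate dispensed, test compounds pinned in, then ATP (5 microM final) added. After 60 min at RT, ADP-Glo reagent 1 for 45 min and reagent 2 for 30 min preceded luminescence imaging.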
EPAC1 ag = activates human EPAC1 exchange factor | O95398 | AID 720707 | Potency, µM (doses to about 154 µM), for inactives: top-dose activation, most hits filed as activators | actives 0.073% (n = 360,000) | EPAC1 agonist qHTS, biochemical assay; response scale: 100% = response to 6.5 mM cAMP; also: potency is read from the fitted curve at half-maximal effect; nearly all actives have a fitted effect of over 60% in size
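Fluorescent GDP-exchange assay: 100 nM EPAC1 with 250 nM Rap1B preloaded with BODIPY-GDP and 50 uM GDP; compounds tested as concentration series, 5 min at room temperature, then read every 5 min for 30 min (ex 480/em 540 nm); normalized to 6.5 mM cAMP.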
aSyn yeast inh = alpha-synuclein toxicity inhibition in yeast. Yeast expressing alpha-synuclein, growth rescue, BacTiter-Glo, 24 h. Potency, µM (doses to about 46.1 µM), inactives show at the highest dose growth rescue (activation), hits mostly activators. actives 0.14% (n = 370,000); also: potency is read from the fitted curve at half-maximal effect; % of control where 0% means no effect; nearly all actives have a fitted effect of over 65% in size
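Rescue of yeast growth: cells expressing toxic alpha-synuclein, induced in galactose at OD600 0.02, incubated with compound 24 h at 30 C. ATP luminescence quantified growth; inhibitors of toxicity appear as activators.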
WRN helicase inh = blocks human WRN helicase; Q14191; WRN helicase unwinding, fluorescent forked duplex, kinetic; Potency, µM (top dose mostly 114 µM), for the others: at the highest dose activity change, negative = inhibition, hits mostly inhibitors; actives 0.46% (n = 360,000); AID 651768; also: potency is read from the fitted curve at half-maximal effect; % is scaled to controls: 0 for no effect and ±100 for the full control effect; nearly all actives have a fitted effect of over 55% in size
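Fluorescence dequenching readout, ex 525 nm/em 598 nm, kinetic mode: forked duplex DNA (100 nM final) with adjacent fluorophore and quencher unwound by WRN (20 nM final) with 2 mM ATP. Compound preincubation 15 min, room temperature.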
Abeta yeast res = A-beta toxicity reversal in yeast. yeast expressing A-beta42, growth rescue, OD600, 48 h; response scale: 0% DMSO, 100% iron-clioquinol control. Potency, µM (titrated, usually from 46.1 µM), without a hit: at the highest dose growth rescue, hits mostly activators. actives 0.063% (n = 410,000). AID 1347071; also: potency is read from the fitted curve at half-maximal effect; nearly all actives have a fitted effect of over 55% in size
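Yeast A-beta toxicity model in growth medium with pinned compounds, 48 h at 30 C; growth read as absorbance at 600 nm. Normalized to FeCl3/clioquinol equimolar mix (positive) and DMSO (negative).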
FUS suppressor = suppressors of FUS proteinopathy in yeast; S. cerevisiae FUS-expressing, growth rescue, OD600, 24 h; Potency, µM (series often up to 76.6 µM), for inactives: at the highest dose growth rescue (activation), most hits filed as activators; actives 0.24% (n = 390,000);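 also: potency is read from the fitted curve at half-maximal effect; plate controls were DMSO vehicle for no effect and reference control for full effect; nearly all actives have a fitted effect of over 55% in size; some results filed as inactive show a strong effect at the top dose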
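Cultures pregrown in 2.5% raffinose medium are shifted to minimal medium containing 2% galactose to express toxic FUS. Compounds are tested at several concentrations. After 24hr at 30C, growth is quantified at 600 nm absorbance.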
PLK1 PBD inh = PLK1 (human) polo-box domain binding inhibition. Plk1 PBD binding of FITC phosphopeptide, fluorescence polarization. Potency, µM, for the others: max response, negative = inhibition, most hits filed as inhibitors. actives 2.8% (n = 360,000); also: potency is read from the fitted curve at half-maximal effect; series mostly up to about 57 µM; % is scaled to controls: 0 for no effect and ±100 for the full control effect; nearly all actives have a fitted effect of over 65% in size
* marks the source's active call; other numbers are inactive results; ? = inconclusive; nt = not tested or not shown; [ ] = dose if it differs, or a comment. Unless noted, calls follow the shape of the dose curve; as a rule, active = well fitted curve in the direction sought with a large enough effect; inconclusive = small, poorly fitted or top-dose-only effect, or another doubt; inactive = no such curve, though single readings can be large; an effect the other way counts as inactive or inconclusive.

Structure	EPAC1 antag	Abeta yeast res	IL2 activator	aSyn yeast inh	FUS suppressor	EPAC1 ag	PLK1 PBD inh	WRN helicase inh	PI5P4Ka inh
Cc1c(OC(C)C(=O)NCc2ccncc2)ccc2c3c(c(=O)oc12)CCCC3 (stereo not drawn)	-15.3%	4.2%	-4.4	-0.1%	11.5%	2.2%	-5.5%	4.4%	4.7
C#Cc1ccc([C@H]2C=C(C(=O)NCc3ccccc3)O[C@@H](OCc3ccc(CO)cc3)C2)cc1	-7.9%	4.9%	0.0	7.5%	28.6%	-2.3%	2.8%	-6.0%	-24.4
COc1ccc(/C=N/NC(=O)c2cc(-c3cccc(C)c3)nc3ccccc23)cc1O	-11.0%	-11.7%	-0.7	1.4%	?	14.2%	-4.0%	-11.9%	-0.6
O=c1ccc(Br)c[nH]1	13.4%	2.5%	-0.4	-12.3%	2.4%	0.0%	-10.1%	-6.6%	-1.1
COc1cc(C(=O)NCC(=O)N2CC=C(c3ccccc3)CC2)cc(OC)c1OC	16.1%	11.5%	-3.8	0.0%	11.2%	8.8%	-3.4%	2.0%	-4.1
CCn1cc(C(=O)NCCCN2CCCC(C)C2)c(=O)c2cc(S(=O)(=O)N3CCOCC3)ccc21 (stereo not drawn)	13.7%	-0.7%	0.2	-1.8%	0.9%	-6.8%	-7.9%	-2.9%	-2.6
CN(C(=O)c1ccccc1C(=O)OCC(=O)c1ccc(F)cc1)c1ccccc1	-2.4%	-9.2%	1.3	-2.2%	5.7%	-0.9%	-4.0%	13.1%	1.6
Cc1cc(NS(=O)(=O)c2ccc(NC(=O)COc3ccc(Cl)cc3)cc2)no1	9.7%	10.9%	-4.4	7.3%	nt	-2.6%	-19.6%	-4.4%	-10.2
O=C(CCc1ccccc1)Nc1ccc(N2CCOCC2)cc1	11.2%	-0.5%	-1.2	7.4%	-11.4%	5.0%	-8.5%	2.8%	nt
COCCCN(C(=O)Nc1cccc(Cl)c1)C(C)c1ccccn1 (stereo not drawn)	15.2%	9.0%	-1.2	nt	-3.9%	-15.9%	-1.2%	8.5%	1.6
COc1ccc(NC(=O)CN(C)C(=O)c2ccccc2Sc2ncnc3sc(C)c(C)c23)cc1	1.5%	8.4%	-6.8	-0.9%	26.1%	1.6%	-11.6%	-9.1%	2.6
O=C(NN=C1CCCCCC1)c1ccc(Br)o1	3.4%	13.5%	-1.5	-6.6%	nt	-9.1%	-7.6%	-5.9%	-0.7
CCc1nn(CC(=O)Nc2cc(C)ccc2C)c(=N)s1	11.9%	-2.0%	-1.8	-3.6%	8.3%	-5.9%	-3.3%	-6.8%	7.5
COC(=O)c1ccc(OCC(O)CN2CCc3cc(OC)c(OC)cc3C2c2ccccc2)cc1 (stereo not drawn)	-15.4%	-15.3%	-2.6	5.5%	-0.7%	-6.9%	-1.7%	-13.7%	17.5
O=C(Cc1ncc(C(F)(F)F)cc1Cl)Nc1cccc(Br)c1	-7.3%	29.9%	-0.9	-3.0%	9.7%	7.4%	-6.9%	-5.3%	-1.0
O=C(OCc1c(-c2ccccc2)ncc2ccccc12)c1ccc(F)cc1	-21.8%	11.8%	-0.4	1.3%	-7.4%	3.9%	0.9%	-4.5%	12.4
O=C(/C=C/[C@H]1O[C@@H](n2ccc(=O)[nH]c2=O)[C@H](O)[C@@H]1O)N[C@@H](Cc1ccccc1)C(=O)O	4.9%	-6.6%	-0.2	7.1%	-8.2%	-9.5%	8.2%	-1.9%	8.3
COc1ccccc1C(=O)NC(C)c1cccc2ccccc12 (stereo not drawn)	-4.5%	-34.9%[inhibitor]	-3.9	-25.3%	-2.6%	-3.7%	2.8%	-2.4%	8.1
COc1cc2c(c(OC)c1OC)-c1ccc(NC(=O)c3ccccc3)c(=O)cc1[C@@H](NC(C)=O)CC2	-8.6%	-10.1%	0.4	4.7%	-2.0%	12.3%	-6.3%	-6.0%[57.1 µM]	4.1
O=C(O)c1c(F)c(F)c(F)c(F)c1-c1ccc(Cl)cc1	7.6%	4.1%	-0.2	-14.4%	-10.7%	-0.1%	-4.7%	-7.1%	nt
COc1ccc([N+](=O)[O-])cc1NC(=O)CSCc1cc(C)cc(C)c1	-11.8%	7.8%	-2.8	0.4%	27.1%	9.4%	29.9µM*	-5.8%	9.4
COc1ccc(NC(=O)CCOc2cc(C)ccc2C)cc1S(=O)(=O)N1CCCCC1	-7.6%	7.9%	-1.1	8.6%	36.8%	2.3%	5.5%	-15.4%	4.8
CCOC(=O)/C(C#N)=C1/C=CN(c2ccc(C)cc2)C=N1	-10.8%	0.5%	0.4	0.0%	-5.5%	-1.3%	-1.8%	-0.6%	nt
Cc1cccc(OC(=O)NCCOC(=O)N(O)c2ccc(Cl)cc2)c1	-6.1%	12.5%	-3.6	4.7%	nt	-4.0%	0.0%	-5.2%	10.0
CN(C)S(=O)(=O)Oc1ccccc1C(=O)Nc1ccc(F)cc1	-2.0%	?	-1.6	0.6%	10.4%	2.3%	-18.0%	3.3%	-1.5
CSc1ccccc1NC(=O)COc1ccc(Cl)cc1C	-6.7%	-6.7%	-0.1	-13.2%	nt	9.3%	-16.7%	7.5%	-2.3
COC(=O)c1sc(NC(=O)c2ccc(C)o2)nc1C	-3.8%	-7.8%	-0.3	-13.7%	10.3%	8.8%	-13.2%	?	1.7
Clc1ncnc2scc(C3COc4ccccc4O3)c12 (stereo not drawn)	-7.8%	-12.3%	-0.6	4.7%	2.4%	7.2%	-10.0%	4.6%	nt
CC(C)C[C@H]1CNC(=S)N1C[C@H]1CCCN1C[C@H](Cc1ccc(O)cc1)N1C[C@H](CC(C)C)N(CCc2ccccc2)C1=S	-14.4%	5.7%	0.0	-14.9%	?	-12.7%	6.1%	-9.7%	-0.1
CC1CC(C)CN(C(=O)Cc2c(C(=O)O)[nH]c3ccc(Cl)cc23)C1 (stereo not drawn)	-17.3%	14.7%	1.2	-0.4%	23.5%	6.4%	-12.3%	4.4%	-4.4

Single records (already shown):
CCOC(=O)/C(C#N)=C1/C=CN(c2ccc(C)cc2)C=N1 is listed with EPAC1 antag = -10.8%; Abeta yeast res = 0.5%; IL2 activator = 0.4; aSyn yeast inh = 0.0%; FUS suppressor = -5.5%; EPAC1 ag = -1.3%; PLK1 PBD inh = -1.8%; WRN helicase inh = -0.6%; PI5P4Ka inh = nt
CC(C)C[C@H]1CNC(=S)N1C[C@H]1CCCN1C[C@H](Cc1ccc(O)cc1)N1C[C@H](CC(C)C)N(CCc2ccccc2)C1=S is listed with EPAC1 antag = -14.4%; Abeta yeast res = 5.7%; IL2 activator = 0.0; aSyn yeast inh = -14.9%; FUS suppressor = ?; EPAC1 ag = -12.7%; PLK1 PBD inh = 6.1%; WRN helicase inh = -9.7%; PI5P4Ka inh = -0.1

(cont.)
Structure	EPAC1 antag	Abeta yeast res	IL2 activator	aSyn yeast inh	FUS suppressor	EPAC1 ag	PLK1 PBD inh	WRN helicase inh	PI5P4Ka inh
Cc1cccc(C(=O)NC(=S)NNC(=O)c2ccc(Cl)cc2)c1	-24.4%	3.16µM*	0.9	?	nt	-19.5%	-3.7%	-8.0%	-1.1
Clc1ccc2nc(-c3ccccc3)c(Cc3ccsc3)n2c1	-9.3%	-25.5%	-0.5	-3.4%	5.0%	7.2%	-23.6%	-8.5%	-22.2
CCCCn1nnnc1C(c1ccccc1)N1CCN(c2c(Cl)cncc2Cl)CC1 (stereo not drawn)	-13.8%	-28.1%	-0.8	-0.7%	39.2%	-3.5%	-4.6%	-2.0%	-1.7
O=C1OC(c2cccc3c(F)cccc23)c2ccccc21 (stereo not drawn)	-22.1%	-10.8%	-1.4	7.7%	15.4%	7.6%	-7.6%	-5.5%	7.5
O=c1cc(CN2CCN(c3ccccc3)CC2)c2ccccc2o1	3.7%	-8.2%	0.3	-3.7%	-15.6%	6.8%	-6.9%	-3.3%	-0.9
COc1ccc(Cc2nnc(Nc3ccc4c(c3)OCCO4)[nH]c2=O)cc1	22.5%	8.1%	1.4	-5.3%	-3.5%	0.2%	-5.0%	1.0%	-1.2
NC(=O)c1ccsc1NC(=O)COC(=O)c1ccc([N+](=O)[O-])o1	3.4%	16.5%	0.1	-0.5%	-13.6%	18.3%	-1.0%	-7.9%	-3.1
O=C(CNCCc1ccccc1)Nc1ccc(C(=O)N2CCCCC2)cc1	-6.3%	-4.6%	0.1	1.6%	15.9%	-1.6%	4.0%	3.2%	4.3
COc1ccc2c(c1)C=C(C(=O)NCc1ccc(Cl)cc1)CO2	-2.9%	-52.7%[inhibitor]	3.2	15.5%	29.6%	8.9%	-4.4%	-13.0%	-0.5
COc1nc(NC(C)(C)C)nc(Oc2ccc(=O)n(-c3ccccc3)n2)n1	5.9%	16.1%	-2.7	-5.3%	15.1%	0.6%	-2.3%	-0.4%	nt
CC1(C(=O)O)CCC(C(=O)Nc2ccccc2)C1(C)C (stereo not drawn)	3.3%	6.4%	-2.3	1.2%	20.5%	4.1%	2.5%	-6.0%	nt
O=C(O)/C=C/c1cccc(NS(=O)(=O)c2ccccc2)c1	-18.0%	-8.8%	-0.7	0.0%	27.1%	9.8%	-5.2%	-0.5%	2.2
Cc1nc2ccccc2nc1CN1CCN(Cc2ccc(F)c(F)c2)C(CCO)C1 (stereo not drawn)	-18.5%	0.6%	-2.2	1.4%	16.7%	-0.5%	-29.1%	17.4%	3.2
CCC(C)(C)n1nnnc1C(c1ccncc1)N1CCN(c2cccc(OC)c2)CC1 (stereo not drawn)	-7.1%	3.4%	0.4	5.1%	16.7%	6.2%	-3.3%	-7.4%	nt

From PubChem

This is a random part of the collection; about 4.1% have a hit in one of these screens.
